# PglD DTNB = C. jejuni PglD acetyltransferase inhibitors, primary screen, biochemical, DTNB colorimetric, single point; inhibition, % at 12.5 µM; purified PglD enzyme, DTNB colorimetric CoA detection; 0.098% of 360,000 active; AID 602405, 2012; in the data active = inhibition above about 16%, passing the limit was not always enough; inconclusive = no clear call, values can overlap the other calls; also: strong numbers were not always called active
# miR122 inh = miR-122 Renilla sensor signal increase in Huh7, primary screen, miR-122 inhibitor project, cell-based, single point, plate reader | Huh7 miR-122 Renilla luciferase sensor, 48 h; neutral wells = 0, positive control = 100 | activation (reporter increase), % at 12.5 µM | 0.3% of 340,000 active | AID 602342, 2012;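 active = mean replicate activation score at least 90 and every replicate individually at or above 90; inconclusive = only one of the two criteria met; inactive = neither criterion met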;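 also: higher luciferase means less miR-122 activity so hits act as miR-122 inhibitors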
# ERAP1 HTS inh = human ERAP1 aminopeptidase inhibitors, primary screen, biochemical, single point, plate reader. 0.15% of 340,000 active. Endoplasmic reticulum aminopeptidase 1 (Homo sapiens), Q9NZ08. recombinant ERAP1, Leu-AMC fluorescence, 60 min. inhibition, % at 10.7 µM;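 active = mean replicate inhibition of at least 30%, or all replicates individually reaching that 30% level; inactive = mean below 30% and not every replicate reaching it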;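 also: 0% = neutral control wells and 100% = L-leucinethiol positive control wells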
# PGC1a acetyl inh = inhibitors of PGC1a acetylation signal, primary screen, cell-based, U2OS, AlphaScreen, inhibitor mode. AlphaScreen anti-acetyl-lysine; with virally co-expressed GCN5 acetyltransferase. inhibition, % at 15.6 µM. 0.17% of 350,000 active;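 active = every replicate shows inhibition of at least 40%; inconclusive = mean inhibition at least 40% but some replicate below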;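 also: 0% = neutral control wells and 100% = positive control wells; some results beyond the cut were filed as inactive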
# Cneo AK release = Cryptococcus neoformans cell lysis inducers, primary screen, AK release luminescence, single concentration. 0.2% of 360,000 active. lysis activity, % at 15 µM. AID 651654, 2012. C. neoformans lysis, adenylate kinase release luminescence, 4 h; normalised: neutral wells 0, clomiphene wells 100;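 active = mean lysis activity across replicates of at least 80%, whatever share of replicates individually reach that level; inactive = mean lysis activity below 80%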
#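 Test system: log-phase Cryptococcus neoformans yeast cells. Input: 5 × 10^6 yeast cells/mL. Medium: fresh YPD growth medium. Doses: single dose. Incubation: static 4 h at 37 °C with compound, 1 h detection. Measured by: luminescent adenylate kinase detection reagent. Read-out: signal increase indicating cell lysis. Benchmarks: Clomiphene.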
# RAD54 branch = inhibitors of human RAD54 branch migration, primary screen, biochemical, fluorescence, single point; DNA repair and recombination protein RAD54-like (Homo sapiens), Q92698; RAD54 Holliday junction branch migration, FAM/BHQ fluorescence; inhibition, % at 10.4 µM; 0.14% of 360,000 active; AID 602329, 2012;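 active = mean normalized replicate activity at least 40 and at least half of replicates scoring 40 or more; inconclusive = only one of the two criteria met; inactive = mean below 40 and under half of replicates reaching 40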;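 also: 0% = median of neutral control wells and 100% = median of positive control wells; inhibitors cause a drop in the FAM fluorescence signal; in these data hits start at about 50%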
# Target sequence (Q92698 whole entry, looked up): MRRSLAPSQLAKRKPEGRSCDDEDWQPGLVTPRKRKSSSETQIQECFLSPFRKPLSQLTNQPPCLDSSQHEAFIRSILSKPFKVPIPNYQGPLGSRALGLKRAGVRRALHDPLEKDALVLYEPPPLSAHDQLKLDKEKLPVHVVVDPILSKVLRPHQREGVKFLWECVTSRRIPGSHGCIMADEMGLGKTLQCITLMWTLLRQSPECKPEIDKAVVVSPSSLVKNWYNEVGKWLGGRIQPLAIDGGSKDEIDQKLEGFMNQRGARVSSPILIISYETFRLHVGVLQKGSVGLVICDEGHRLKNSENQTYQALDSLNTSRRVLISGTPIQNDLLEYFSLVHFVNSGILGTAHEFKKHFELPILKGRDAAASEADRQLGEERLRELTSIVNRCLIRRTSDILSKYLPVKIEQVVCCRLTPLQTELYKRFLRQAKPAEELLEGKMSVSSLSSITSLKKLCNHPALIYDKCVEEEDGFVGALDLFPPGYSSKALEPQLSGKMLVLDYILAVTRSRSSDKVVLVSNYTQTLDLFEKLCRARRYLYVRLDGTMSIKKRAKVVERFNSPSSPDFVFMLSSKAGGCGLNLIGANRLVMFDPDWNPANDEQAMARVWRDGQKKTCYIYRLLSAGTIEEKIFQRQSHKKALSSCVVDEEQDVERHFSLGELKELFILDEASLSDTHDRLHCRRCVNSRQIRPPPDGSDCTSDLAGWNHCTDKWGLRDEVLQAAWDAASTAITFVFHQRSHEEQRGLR
# RAD52 inh = RAD52 DNA annealing inhibitors, primary screen, biochemical, FRET, single point, set 2; DNA repair protein RAD52 homolog (Homo sapiens), P43351; recombinant RAD52 DNA annealing, FRET fluorescence; inhibition, % at 18.7 µM; 0.46% of 360,000 active;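 active = every replicate showing at least 50% inhibition; inconclusive = mean inhibition at least 50% but not in every replicate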
# E-selectin induc = E-selectin induction in HUVECs, primary screen, imaging, HUVEC, immunofluorescence imaging, single point; P16581; normalized: neutral wells 0, TNF-alpha wells 100; activation, % at 7.58 µM; 0.37% of 260,000 active;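 active = mean E-selectin-positive cell signal at least 10% of the positive control, reached in at least 60% of replicates, without over 20% cell loss; inconclusive = no rule given, readout overlaps actives, possibly toxicity-flagged; inactive = the rest, including those meeting only one limit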;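 also: in these data hits start at about 27%; measured in HUVEC primary endothelial cells; signal is the percent of cells scored E-selectin positive by PE staining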
#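 Test system: HUVEC | Signal: Immunofluorescence imaging | Read-out: Percent E-selectin-positive cells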
# * marks the source's active call; other numbers are inactive results; ? = inconclusive; · = no result given; [ ] = dose if it differs, or a comment. Hits appear at their usual frequency; 1.4% or so of the library scored in one or more.
mol,PglD DTNB,miR122 inh,ERAP1 HTS inh,PGC1a acetyl inh,Cneo AK release,RAD54 branch,RAD52 inh,E-selectin induc
CCc1cc(=O)oc2cc(OS(C)(=O)=O)ccc12,-5,-6,·,-4,0,-3,·,·
COc1ccc(-c2nc(CN3CCN(C(=O)c4ccco4)CC3)c(C)o2)c(OC)c1C,0,·,3,·,3,-2,-1,0.8
CCOC(=O)c1ccc(-n2c(C)nc3ccc(Br)cc3c2=O)cc1,·,·,3,-3,·,·,-10,-0.3
COc1ccc2cc(C(=O)Nc3ccc(F)cc3)sc(=O)c2c1OC,3,-8,·,8,1,1,·,·
CCNC(=O)[C@@H]1[C@@H](CO)[C@@H]2Cn3c(ccc(-c4ccccc4)c3=O)[C@H]1N2Cc1cccnc1,5,-5[16.7 µM],1,·,1,-12,4,-0.4
CCN(CC)C(=O)Cn1cc(C(=O)C(=O)Nc2ccc3c(c2)OCCO3)c2ccccc21,0,7,-3,·,-4,-5,-6,-0.1
COc1ccc(CCn2c(C)nc3c(c(=O)c4ccccc4n3C)c2=O)cc1,4,-9,·,1,-1,10,·,·
Cn1c(C(=O)NCCN2CCOCC2)cc2c(=O)n(C)c3ccccc3c21,1,-2,-3,·,0,34,3,·
C[C@H]1CN([C@@H](C)CO)C(=O)c2cc(C#Cc3ccccc3F)cnc2O[C@@H]1CN(C)C,2,-6[16.7 µM],-1,-1,5,7,46,-0.1
CCN(Cc1nc(-c2ccc(OC)c(OC)c2)no1)C(=O)c1ccc2c(c1)OCO2,5,-2,-1,21,2,1,-2,·
COc1ccc(C(NC(=O)C2CCN(Cc3ccc(Oc4ccccc4)cc3)CC2)c2ccccc2C)cn1 (stereo not drawn),1,-5,6,·,-1,8,49,-0.1
CCc1nc(N)c(C#N)c(-c2ccco2)c1C,-3,3,·,3,-5,-4,·,·
Cc1ccc(S(=O)(=O)N2CCN(c3ccccc3)CC2)c(C)c1,5,6,4,-42,-3,-2,-24,0.1
Cc1nc(SCc2ccccc2F)c2oc3ccccc3c2n1,-4,6,-1,3,0,10,-6,4.1
CN(Cc1c(F)cccc1Cl)c1nnnn1-c1ccccc1,1,18,·,?,-2,-23,·,·
COc1ccc(NC(=O)N[C@H]2CC[C@H](CCNS(=O)(=O)c3ccccc3F)O[C@@H]2CO)cc1,1,·,-1,-5,-1,3,-7,0.0
O=c1cc(-c2ccccc2)nc(Sc2ccc([N+](=O)[O-])cc2[N+](=O)[O-])[nH]1,3,-1,·,-9,-7,-5,-8,·
C[C@@H]1CN([C@H](C)CO)C(=O)c2cc(NC(=O)C3CCCCC3)ccc2O[C@@H](C)CCCCO[C@@H]1CN(C)S(=O)(=O)c1cccs1,0,21[16.7 µM],2,-5,1,-5,-70,-0.1
CCCS(=O)(=O)c1nc(S(=O)(=O)c2ccc(C)cc2)c(NCc2ccccn2)s1,·,16,2,·,·,·,-22,2.2
OCC1OC(Nc2ccccc2C=NO)C(O)C1O (stereo not drawn),-1,-12,0,-5,1,-14,-3,0.0
Cc1[nH]nc(SCC(=O)N2CCCCCC2)c1[N+](=O)[O-],-2,-29,-1,21,0,·,-9,·
CC1CCCN(C(=O)CN2C(=O)CSc3ccc(S(=O)(=O)N4CCOCC4)cc32)C1 (stereo not drawn),1,-1,-1,10,-1,-1,-10,0.6
COc1ccc(CN(C)C[C@@H]2OCCCC[C@H](C)Oc3ccc(NC(=O)Nc4ccc(C(F)(F)F)cc4)cc3C(=O)N([C@H](C)CO)C[C@H]2C)cc1,0,-32[16.7 µM],1,-34,-1,-3,65*,·
COc1ccccc1Nc1nc(N)nc(CSC(=S)N2CCCCC2C)n1 (stereo not drawn),0,-2,·,·,5,-11,·,·
CCC1=C(c2ccc(C)cc2)S(=O)(=O)N=C1N1CCC(C(=O)NCCCN2CCCCC2)CC1,-4,1,-4,1,-1,-5,6,·
CCN(CC)CCNC(=O)Cn1c(=O)c2cccn2c2ccc(F)cc21,0,·,-1,-5,-4,-1,1,1.2
CCc1nc2c(OCCOc3ccc(F)cc3)cccn2c1N(C)C(=O)CC(C)C,1,4,4,·,0,1,-52,-0.1
Cc1c(C(=O)Nc2ccccn2)oc2c(Cl)cccc12,·,1,-1,·,·,·,-7,-0.1
CCn1c(=O)cc(C(=O)OC)sc1=Nc1ccc(F)c(F)c1,7,·,6,·,-8,-4,-7,0.8
Cc1ccc2nc(SCC(=O)NCc3ccc(F)cc3)nc(=O)n2c1,-1,·,-1,·,-7,8,3,·
CCN(C(=O)COc1cc(=O)n(C)c2ccccc12)c1cccc(Cl)c1,-2,-13,·,5,0,3,·,·
O=C(/C=C/c1cccc(F)c1)Nc1ccc(S(=O)(=O)N2CCOCC2)cc1,9,-5,-2,-3,1,-6,-20,0.0
Cc1ccc(S(=O)(=O)Nc2cccc3c2O[C@H](CN(C)C(=O)NC(C)C)[C@@H](C)CN([C@H](C)CO)C3=O)cc1,-4,37[16.7 µM],-1,3,-1,8,16,0.6
CCN(CC)CCCC(C)Nc1nccc2cccc(Cl)c12 (stereo not drawn),-2,3,1,19,1,24,-14,0.4
CS(=O)(=O)N1CC(=O)N2[C@@H](CO)[C@H](c3ccc(C#Cc4ccccc4)cc3)[C@@H]2C1,·,·,-3,11,·,·,-5,0.1
O=C(Nc1ccc(F)cc1)N1CCCCN2[C@H](CO)[C@H](c3ccc(-c4ccccc4F)cc3)[C@@H]2C1,1,26[16.7 µM],1,-9,43,-1,-20,·
COc1cccc(-c2cn(CC[C@H]3CC[C@H](NS(=O)(=O)Cc4ccccc4)[C@H](CO)O3)nn2)c1,-2,1[16.7 µM],-3,-2,15,0,-19,-0.1
COc1ccc(NC(=O)c2c(F)cccc2Cl)cc1S(=O)(=O)N1CCOCC1,-2,4,3,1,-4,5,-11,0.0
COc1cccc2[nH]c3c(N4CCC(C)CC4)ncnc3c12,-2,3,1,2,-3,0,-3,·
COc1ccc(-n2c(SCC(C)=O)nc3sc(C)c(C)c3c2=O)cc1,0,-3,2,12,2,-18,-16,·
COc1cccc(C2=NOC(C(=O)Nc3cc(OC)c(OC)c(OC)c3)C2)c1 (stereo not drawn),-2,1,-3,-9,-1,0,-5,·
CC1CCN(C(=O)COC(=O)c2cccc(S(=O)(=O)N3CCOCC3)c2)CC1,-4,-4,-3,1,1,5,34,-0.1
O=C(NC1CCCCC1)C1CCN(S(=O)(=O)c2cccs2)CC1,-5,-6,·,-8,6,5,·,·
Cc1ccn2c(NC(=O)C(C)(C)Oc3ccc(Cl)cc3)c(-c3cccs3)nc2c1,5,-10,·,-4,1,1,·,-0.1
Cc1nc([N+](=O)[O-])c(C(=O)OCc2cccc(Br)c2)n1C,-5,-5,0,2,3,0,-4,0.0
O=C(Cc1cccc2ccccc12)NCC1CCCO1 (stereo not drawn),-1,10,·,-8,1,-5,·,·
COc1ccc(Br)cc1[C@H]1[C@H]2C=CC[C@@H](C)[C@@H]2C(=O)N1Cc1ccccc1,3,-3,·,·,4,7,0,9.6
COC(=O)c1ccsc1-n1cc(C#N)c(=O)n(C)c1=O,-12,-2,1,·,0,6,2,-0.1
CCOC(=O)c1c(NC(=S)N2CCOCC2)sc(C)c1C,5,3,-3,9,3,-15,-16,-0.1
CCC(=O)N1CC2(C1)[C@H](c1ccc(-c3ccc(F)cc3)cc1)[C@H](CO)N2C(=O)CC,·,·,3,-4,·,·,3,-0.1
CCOC(=O)Cc1nn[nH]n1,·,-9,1,-12,·,·,-19,·
COc1ccc(-c2coc3cc(O)cc(O)c3c2=O)cc1OC,·,13,·,-4,·,·,-14,0.7
Cc1cc(NC(=O)CSc2nc3ccsc3c(=O)n2CCCCC(=O)O)no1,-4,-5,-3,10,1,3,-6,·
Oc1ccc(C[C@@H]2CNCCN2CCCCC2CCCCC2)cc1,-5,0,-2,-7,6,-9,-55,-0.2
CCOC(=O)n1c(=O)[nH]c2ccc(Br)cc21,·,2,0,2,·,·,-3,·
O=C(C[C@H]1CC[C@H]2[C@@H](COC[C@@H](O)CN2Cc2ccc(Cl)cc2)O1)NCCc1ccccc1,-1,-6[16.7 µM],1,0,0,2,-6,0.0
COc1cccc(C(=O)N/N=C(\C)c2ccc(NC(=O)Cc3ccccc3)cc2)c1OC,4,-3,4,·,-3,-1,5,0.9
COc1ccc(C(=O)NCCSCc2ccccc2)cc1OC,-2,-5,-2,·,-3,3,-20,·
CCCc1ccc(OCc2ccc(C(=O)N/N=C/c3cccnc3)o2)cc1,2,4,-1,·,2,-3,-10,0.1
CC1Oc2ccccc2OC1C(=O)Nc1ccccn1 (stereo not drawn),3,3,·,3,-1,9,·,·

# Following part.
mol,PglD DTNB,miR122 inh,ERAP1 HTS inh,PGC1a acetyl inh,Cneo AK release,RAD54 branch,RAD52 inh,E-selectin induc
CCN(C(=O)COC(=O)/C=C/c1cccc(Cl)c1)c1c(N)n(Cc2ccccc2)c(=O)[nH]c1=O,2,-11,0,?,0,-7,-16,-0.2
CC(CNC(=O)CCS(=O)(=O)c1ccc2c(c1)NC(=O)CO2)c1ccccc1 (stereo not drawn),-1,-1,-1,-4,1,5,-21,·
COc1ccccc1-c1noc(CCC(=O)Nc2cc(C(F)(F)F)ccc2Cl)n1,-1,3,·,·,-7,9,·,·
COc1ccc(NC(=O)Nc2cccc3c2O[C@@H](CN(C)C(=O)Nc2ccc(F)cc2)[C@@H](C)CN([C@H](C)CO)C3=O)cc1,2,3[16.7 µM],2,-8,-3,14,1,-3.5
Cn1cc(C(C[N+](=O)[O-])c2ccccc2)c2ccccc21 (stereo not drawn),1,17,1,1,3,-6,-1,1.3
CO[C@@H]1CN(C)C(=O)c2cc(NC(=O)C3CCC3)ccc2OC[C@H](C)N(Cc2ccc(F)cc2)C[C@@H]1C,1,0[16.7 µM],-2,·,-2,7,2,-0.1
Cc1noc(C)c1NC(=O)N1C[C@H](O)COC[C@H]2O[C@H](CC(=O)NCC3CCCCC3)CC[C@@H]21,-2,-1[16.7 µM],2,-4,1,2,-2,0.2
COc1ccc(NC(=O)C2CC(c3ccc(Cl)cc3)=NO2)cc1OC (stereo not drawn),1,·,0,·,0,8,-6,·
CCN(CC)S(=O)(=O)c1ccc(N2CC(C(=O)N3CCOCC3)CC2=O)cc1 (stereo not drawn),-3,3,0,0,-1,3,-17,0.1
Cc1cc(Nc2ccc(F)cc2F)n2ncnc2n1,3,-3,·,1,0,-7,-16,-0.2
